High-throughput results: PubChem, Sanford-Burnham Center for Chemical Genomics
Mac1 fbg enh – increases human CD11b/CD18 adhesion to fibrinogen | P05107+P11215 | K562 CD11b/CD18 adhesion to fibrinogen, ATPlite luminescence | activation, % at 10 µM | 0.07% of 93,000 active | AID 1499;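 active = 10 µM primary screen giving 50% or more activity, confirmed by 40% or more on retest at that dose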; note: strong numbers were not always called active; reference of the scale not given here
CYP2C9 inh – blocks human cytochrome P450 2C9 | AID 777 | CYP2C9 Supersomes, luciferin-H conversion, luminescence | inhibition, % at 5 µM | 20% of 96,000 active | P11712;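 active = blocking of liver enzyme CYP2C9 beyond about 50% at 5 µM, limit read from the data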; note: values of inactives mirror those of a sister screen read the other way
Target sequence (P11712 whole entry, looked up): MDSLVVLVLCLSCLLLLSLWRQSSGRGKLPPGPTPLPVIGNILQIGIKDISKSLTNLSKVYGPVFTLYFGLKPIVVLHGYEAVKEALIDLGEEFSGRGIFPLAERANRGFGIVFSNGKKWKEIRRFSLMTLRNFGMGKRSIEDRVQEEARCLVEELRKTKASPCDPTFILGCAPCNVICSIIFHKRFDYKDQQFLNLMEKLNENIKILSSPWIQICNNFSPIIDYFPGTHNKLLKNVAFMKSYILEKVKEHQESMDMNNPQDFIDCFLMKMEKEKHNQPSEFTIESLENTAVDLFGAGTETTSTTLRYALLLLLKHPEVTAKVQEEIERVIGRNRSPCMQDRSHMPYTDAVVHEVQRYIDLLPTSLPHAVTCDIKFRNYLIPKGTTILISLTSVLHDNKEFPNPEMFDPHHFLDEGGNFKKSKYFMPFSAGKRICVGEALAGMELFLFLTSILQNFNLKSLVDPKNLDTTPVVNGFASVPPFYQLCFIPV
CYP2C19 act – activators of human cytochrome P450 2C19. recombinant CYP2C19, luciferin-H EGE luminescence; hits give high values; 0 = fully inhibited enzyme, 1 = untreated enzyme. AID 1025. 96,000 tested, under 10 active. activation factor at 5 µM;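 active = activation factor of at least 2 at 5 µM in the primary screen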;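 note: 0 = wells with 2.5 mM tranylcypromine and 1 = vehicle-only wells; values of inactives mirror those of a sister screen read the other way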
CYP2C9 activ – increases human cytochrome P450 2C9 activity; recombinant CYP2C9, luciferin-H conversion, luminescence; hits give high values; factor 1 = untreated enzyme, 0 = blocked; activation factor at 5 µM; 1.4% of 96,000 active; AID 1024;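 active = activation factor of 2 or more for CYP2C9 at a 5 µM dose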;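 note: 0 = sulfaphenazole-blocked wells and 1 = vehicle-only wells; values of inactives mirror those of a sister screen read the other way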
PLAP act – human PLAP activation; P05187; purified PLAP enzyme, luminescent substrate read-out; hits give high values; 1.2% of 96,000 active; activation fold at 20 µM; AID 696; in the data active = activation fold above about 2
Target sequence (P05187 whole entry, looked up): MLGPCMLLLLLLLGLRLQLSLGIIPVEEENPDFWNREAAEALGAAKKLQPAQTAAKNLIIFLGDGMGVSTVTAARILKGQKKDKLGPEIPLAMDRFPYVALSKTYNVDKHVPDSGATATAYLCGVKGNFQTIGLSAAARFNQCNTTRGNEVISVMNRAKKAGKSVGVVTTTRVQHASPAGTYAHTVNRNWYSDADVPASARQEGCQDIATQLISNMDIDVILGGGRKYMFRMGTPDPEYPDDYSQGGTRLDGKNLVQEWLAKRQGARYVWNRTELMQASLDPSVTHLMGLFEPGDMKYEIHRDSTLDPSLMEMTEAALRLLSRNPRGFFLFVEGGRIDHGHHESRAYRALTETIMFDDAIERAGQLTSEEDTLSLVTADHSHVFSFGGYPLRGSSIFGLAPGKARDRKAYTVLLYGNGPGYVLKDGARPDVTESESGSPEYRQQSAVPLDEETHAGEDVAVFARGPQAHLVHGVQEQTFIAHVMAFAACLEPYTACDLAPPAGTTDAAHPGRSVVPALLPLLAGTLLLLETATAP
CD11b adhes inh – blocks human CD11b/CD18 adhesion to fibrinogen; P05107+P11215; 0.54% of 93,000 active; inhibition, % at 10 µM; K562 CD11b/CD18 adhesion to fibrinogen, ATPlite luminescence; Mn2+ added to activate the integrin; AID 1497;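 active = primary inhibition of 50% or more at 10 µM, then 40% or more on retest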; note: some results filed as inactive read as strong as hits
Pyk2 oligo antag – Pyk2 (human) oligomerization antagonism. Q14289. Q293 cells, Pyk2 FERM NanoBiT luminescence; hits give low values. z-score (the deposit names both 25 µM and 10 µM). 0.83% of 99,000 active. AID 1347419;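 active = Z-score of -3 or lower, scaled per plate to the spread of control and sample wells; inactive = z-score above -3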;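 note: negative z-score means lost luminescence so less FERM oligomerization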
MT1-MMP txn act – MT1-MMP promoter transcription activation. AID 750. HT1080 MT1-MMP promoter luciferase reporter, luminescence, overnight; hits give high values. 0.16% of 86,000 active. activation factor at 10 µM;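 active = activation factor of at least 2 for MT1-MMP transcription at 10 µM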
CYP2C19 inhib – blocks human cytochrome P450 2C19 | P33261 | CYP2C19 Supersomes, luciferin-H EGE luminescence, 30 min | inhibition, % at 5 µM | 21% of 96,000 active | AID 778;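 active = CYP2C19 inhibition above a set limit at 5 µM in the primary screen, cut at about 50% in these data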;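 note: plate controls were negative control wells for no effect and 2.5 mM tranylcypromine positive control for full effect; values of inactives mirror those of a sister screen read the other way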
* hit, by the source's call; nt = not tested or not shown.

#	Molecule	PLAP act	CYP2C19 inhib	Pyk2 oligo antag	CD11b adhes inh	MT1-MMP txn act	CYP2C19 act	CYP2C9 activ	Mac1 fbg enh	CYP2C9 inh
1	O=S1(=O)CCN2C(=N1)Sc1c2ccc2c1CCCC2	0.8	70*	-0.06	0	1.3	0.3	1.2	-5	-20
2	CCOC(=O)Nc1ccc2ncn(C)c(=O)c2c1	0.8	2	nt	-2	1.1	1	0.9	-2	6
3	CCOC(=O)c1c(-c2cccs2)csc1NC(=O)CSc1ncn[nH]1	1.1	86*	-1.4	nt	1	0.1	0.1	nt	95*
4	O=C(/C=C/c1ccc2c(c1)OCO2)NCCSCc1ccc(Cl)cc1Cl	0.9	21	-0.06	20	nt	0.8	0.3	-1	73*
5	C=CCOc1cccc(C2/C(=C(/O)c3ccc(F)cc3)C(=O)C(=O)N2CCN2CCOCC2)c1 (centres undefined)	1.4	9	-0.19	1	1	0.9	1	3	2
6	O=S(=O)(c1cccc(-c2nnco2)c1)N1CCCC1	1.4	17	0.28	-20	1.1	0.8	1.2	109	-15
7	Cc1noc(NS(=O)(=O)c2ccc(NC(=O)CSc3ncccn3)cc2)c1C	1	3	nt	-12	1	1	0.9	4	5
8	Cc1cccc2c1[nH]c1nc(N/N=C\c3ccco3)nnc12	1.1	-7	nt	8	nt	1.1	1.1	15	-12
9	Cc1ccc2nc(C3CCN(C(=O)NCc4ccccc4)CC3)[nH]c2c1	0.9	-11	0.15	-2	1	1.1	0.9	-6	7
10	Cc1ccc(NC(=O)N2CCC(c3nc4c(nnn4Cc4c(F)cccc4Cl)c(=O)[nH]3)CC2)cc1	1.5	95*	-0.77	-5	1.6	0	0.1	2	88*
11	CC1CCCCN1C(=O)C12CCC(C)(/C(=N/O)C1)C2(C)C (centres undefined)	0.8	-7	1.1	-10	0.9	1.1	1.1	0	-9
12	C(#Cc1ccc(C#CCN2CCOCC2)cc1)CN1CCOCC1	1.8	-10	0.59	4	1	1.1	1.1	2	-15
13	CC1Cc2ccccc2N1C(=O)Cn1c(=O)oc2cc(S(=O)(=O)N3CCCCC3)ccc21 (centres undefined)	1.5	52*	nt	1	1.1	0.5	0.4	1	65*
14	COC(=O)c1ccc(SCc2cnc(Cl)s2)cc1	1	38	1.1	11	nt	0.6	0.6	3	42
15	CCOC(=O)c1[nH]c(C)c(C(=O)N2CCN(c3cccc(Cl)c3)CC2)c1C	1.5	68*	-0.17	10	1.2	0.3	0.1	2	88*
16	Cc1ccc(-n2c(C)c3c(C)nnc(C)c3c2C)cc1	1	58*	nt	-6	1.2	0.4	1.1	1	-14
17	O=C1CCC/C1=C/Nc1ccc2c(c1)OCO2	0.9	-1	0.12	-1	nt	1	0.9	9	7
18	CC(C)C12CN3CC(C(C)C)(CN(C1)C3c1ccc3c(c1)OCO3)C2=O (centres undefined)	0.9	92*	-0.18	5	1.1	0.1	0.2	6	75*
19	O=C(C1CCN(S(=O)(=O)N2CCOCC2)CC1)N1CCN(Cc2ccccc2)CC1	1.2	-12	0.3	nt	1.2	1.1	1	nt	0
20	Cc1ccc(NC(=O)CN2C(=O)S/C(=C\c3cccn3-c3cccc(C(=O)O)c3)C2=O)c(C)c1	1.6	11	0.91	-17	nt	0.9	0.6	87*	42
21	Cc1ccc(S(=O)(=O)N2CCOCC2)cc1C(=O)OCC(=O)Nc1ccc2c(c1)OCO2	1.1	41	-2.2	0	nt	0.6	0.5	-7	53*
22	Cc1cccc(Oc2cc(N)cc([N+](=O)[O-])c2)c1	0.9	60*	-0.97	-7	nt	0.4	0.7	0	34
23	O=C(COC(=O)[C@H](Cc1ccccc1)N1C(=O)c2ccccc2C1=O)Nc1ccc2c(c1)OCO2	1.3	81*	0.43	-13	1.1	0.2	0	-4	99*
24	CC(=O)Nc1c(C(=O)N2CCOCC2)cnn1-c1ccc(C)c(C)c1	1	9	0.68	nt	1	0.9	1	nt	-4
25	CCC(=O)Nc1ccc(-c2cc(-c3ccccc3)nc(-c3ccc(NC(=O)CC)cc3)n2)cc1	0.9	6	-0.19	15	nt	0.9	0.8	23	23
26	CCN1C(=O)c2cccc3c(S(=O)(=O)NC(Cc4c[nH]c5ccccc45)C(=O)O)ccc1c23 (centres undefined)	0.9	0	2.4	-13	1.2	1	1	6	-2
27	NC(=O)c1c(NC(=O)c2cc3ccccc3o2)sc2c1CCC2	0.9	20	-0.78	35	nt	0.8	0.6	1	39
28	COc1cc(C2C(C#N)=C(N)N(Nc3ccccc3)C3=C2C(=O)CC(C)(C)C3)ccc1OCc1cccc(F)c1 (centres undefined)	1.2	68*	-1.4	nt	nt	0.3	0	nt	96*
29	Cc1ccc(OC(=O)c2oc3ccc(F)cc3c2C)c(C)c1	1	30	-0.06	1	nt	0.7	1	-1	0
30	O=C(CNCC1CCCCC1)Nc1ccccc1N1CCCCC1	1.3	74*	0.25	nt	1.1	0.3	0.5	nt	48
31	CCCC(=O)Nc1ccc(-c2nc3cc(C)c(C)cc3o2)c(O)c1	1.1	20	-0.69	-31	1.3	0.8	0.9	68	8
32	Cc1c(NC(=O)OCCSc2nc(N(C)C)nc(N(C)C)n2)sc(=S)n1C	1	14	-0.65	-4	nt	0.9	0.9	-3	5
33	O=C(Nc1nnc(Cc2ccccc2)s1)c1ccco1	1.1	2	0.42	-2	1.6	1	0.7	0	27
34	CC(C)OC(=O)CSc1nc(-c2ccc(F)cc2)nc2ccc(F)cc12	0.9	2	1.1	nt	nt	1	1	nt	0
35	COc1ccc(-c2nnc(SCC(=O)N3CCOCC3)o2)cc1	0.9	4	-0.51	6	1.3	1	1	-4	1
36	COc1ccc(OC)c(S(=O)(=O)n2nnc3ccccc32)c1	0.9	59*	-0.3	-7	1	0.4	1.8	-3	-77
37	COc1ccc(Cn2nnnc2C(C(C)C)N2CCN(c3ccccc3OC)CC2)cc1 (centres undefined)	1.3	92*	0.62	3	1.2	0.1	0	0	97*
38	COc1ccc(C(=S)N2CCN(C)CC2)cc1	1.1	2	0.29	-6	0.9	1	1	2	-3
39	CCCn1c(=O)c2ccccc2n2c(SCc3nnc(-c4ccccc4Br)o3)nnc12	1.6	70*	0.2	5	1.1	0.3	0.4	-1	58*
40	CCNC(=O)c1c(C)nc2ccccn12	1	-9	-0.29	9	1	1.1	1.1	-4	-8
41	CCOC(=O)CSc1nc2c(sc(=S)n2Cc2ccco2)c(=O)n1-c1ccc(F)cc1	1	56*	-2.2	nt	1.2	0.4	0.3	nt	72*
42	COc1ccc(CC(=O)N2N=C(C)CC2(O)c2cccnc2)cc1 (centres undefined)	2.1*	27	0.09	9	nt	0.7	0.8	-3	24
43	Cc1cccc(OCCCC(=O)Nc2ccc(S(=O)(=O)Nc3onc(C)c3C)cc2)c1C	0.9	4	-0.19	19	1.1	1	1	2	-4
44	CC(C)OCCCNC(=O)Cn1nc(-c2ccccc2)ccc1=O	1.3	-15	0.54	4	1.1	1.1	1.1	-6	-8
45	CCOC(=O)COc1nc(OC)nc(N2CCOCC2)n1	0.8	-9	1	-6	1.2	1.1	1	-4	-1
46	O=C(c1ccc(S(=O)(=O)N2CCOCC2)cc1)N(Cc1ccco1)Cc1cccs1	1.3	18	-0.41	9	0.9	0.8	0.6	-1	42
47	COC(=O)C1=C(C)Nc2ncnn2C1c1ccc(OCc2ccccc2)cc1 (centres undefined)	0.9	-11	0.08	-2	1.2	1.1	1	48	-1
48	CCOc1cc(-c2noc(-c3cccnc3)n2)ccc1OC	1	2	0.26	-13	1.2	1	1.3	3	-30
49	O=C1CCCC/C1=C\Nc1ccc(O)cc1	1.1	-16	-0.41	-1	1.3	1.2	1.2	-1	-18
50	Cc1cc2nnn(-c3nnc(-c4ccccc4)c4ccccc34)c2cc1C	1	14	-0.74	12	nt	0.9	1	3	-2

Other compounds follow.
#	Molecule	PLAP act	CYP2C19 inhib	Pyk2 oligo antag	CD11b adhes inh	MT1-MMP txn act	CYP2C19 act	CYP2C9 activ	Mac1 fbg enh	CYP2C9 inh
51	CCCCCCCCCCCC(=O)N/N=C/c1ccco1	0.7	26	1.6	0	nt	0.7	0.4	-2	56*
52	CC1CCCC(NC(=O)COC(=O)Cc2cn3ccsc3n2)C1C (centres undefined)	1.5	33	0.15	-5	1.2	0.7	0.8	11	22
53	CCOC(=O)Cn1c(=O)c2c(nc3n2CCCCN3c2ccc(C)cc2)n(C)c1=O	1.2	-2	0.4	-9	1.1	1	1	0	2
54	Cc1nn(CC(=O)NNC(=S)Nc2ccccc2)c(C)c1[N+](=O)[O-]	1.9	6	0.64	-9	nt	0.9	0.8	-1	17
55	Cn1c(=O)cc(OCCCC(=O)NCCCN2CCN(Cc3ccccc3)CC2)c2ccccc21	1.7	3	1.1	-17	1.1	1	1	-3	1
56	C=CCOc1ccccc1CNn1nnnc1N	1.1	35	0.54	22	1.1	0.6	1.1	-1	-7
57	Cc1cc(C)c(NC(=O)CN2C(=O)NC3(CCOc4ccccc43)C2=O)c(C)c1 (centres undefined)	1.1	-2	-0.55	9	nt	1	1	-1	0
58	CCOC(=O)C(CC)Sc1nc2c(c(=O)[nH]c(=O)n2C)n1CCc1ccccc1 (centres undefined)	2.8*	60*	-0.83	22	1.2	0.4	0.2	-1	78*
59	Cc1cc(C)cc(-n2nnc(C(=O)NCc3ccc(Cl)cc3)c2N)c1	1	6	-0.08	6	1.2	0.9	1.2	4	-15
60	Cc1ccccc1OCCOc1cccc(/C=N/NC(=O)Cc2nnc(N)s2)c1	0.9	-6	-1.2	-13	nt	1.1	0.9	-6	5
61	O=c1ccccn1Cc1c(Cl)cccc1Cl	0.8	14	1.5	nt	1.1	0.9	0.6	nt	36
62	O=C(NC1CCCC1)C1c2ccccc2C(=O)N1C1CCCCC1 (centres undefined)	1	-11	1.7	-9	1.1	1.1	1	2	-4
63	Cc1cc(=O)oc(C)c1C(=O)NCCc1ccc(F)cc1	0.9	-2	1.7	nt	1.1	1	1	nt	-5
64	C/C(=N\NC(=O)C1CC1c1ccccc1)c1cccs1 (centres undefined)	0.7	88*	-0.13	nt	nt	0.1	0.5	nt	51*
65	O=C(NC1CCCCCC1)C1CCN(S(=O)(=O)N2CCC3(CC2)OCCO3)CC1	1.1	36	0.42	nt	1	0.6	0.8	nt	23
66	Cc1cc(NC(=O)CCCC(=O)NCc2cccs2)no1	1	13	-0.34	-6	1.3	0.9	1	96	-1
67	Cc1c(C(=O)Nc2ccccc2N2CCOCC2)sc2nc3n(c(=O)c12)CCC3	1.1	2	nt	-8	1	1	1	-4	-3
68	CCOc1ccc(-n2c(SCc3ccc(C#N)cc3)nnc2-c2cccnc2)cc1	1.1	30	-0.47	nt	1.1	0.7	0.8	nt	23
69	C=CCOC(=O)C1=C(C)NC(C)=C(C(=O)OCC=C)C1c1ccc(O)cc1	1.6	100*	-3.5*	-1	1.1	0	0	5	100*
70	COc1cccc(-c2cc(C(=O)NCc3ccco3)no2)c1	0.9	-3	0.56	7	nt	1	1.7	-3	-66
71	CCCOc1cccc(-c2cc(C(=O)NNC(=S)NCC)c3ccccc3n2)c1	2.2*	22	-0.77	40	nt	0.8	0.3	0	70*
72	O=C(Nc1cc(Cl)ccn1)C1CCN(S(=O)(=O)c2cccs2)CC1	0.8	34	-0.23	-17	1.1	0.7	1.1	0	-10
73	CC(C)Cn1c(N)c(C(=O)COC(=O)CC23CC4CC(CC(C4)C2)C3)c(=O)n(C)c1=O	1.5	63*	-0.74	93	1	0.4	0.2	-9	85*
74	CCOC(=O)/C=C1\SCC(=O)N1CC(O)CN1C(=O)CS/C1=C\C(=O)OCC	1	16	-0.03	-12	1	0.8	1	7	-2

Part of the list above, with two lines to a compound.
Second line of a record – PLAP act	CYP2C19 inhib	Pyk2 oligo antag	CD11b adhes inh	MT1-MMP txn act	CYP2C19 act	CYP2C9 activ	Mac1 fbg enh	CYP2C9 inh
[58] CCOC(=O)C(CC)Sc1nc2c(c(=O)[nH]c(=O)n2C)n1CCc1ccccc1 (centres undefined)
 : 2.8*	60*	-0.83	22	1.2	0.4	0.2	-1	78*
[72] O=C(Nc1cc(Cl)ccn1)C1CCN(S(=O)(=O)c2cccs2)CC1
 : 0.8	34	-0.23	-17	1.1	0.7	1.1	0	-10
